ALOX12 inh: blocks human arachidonate 12S-lipoxygenase. P18054. purified 12hLO, xylenol orange hydroperoxide absorbance. Potency, µM (top dose mostly 108 µM), without a hit: at the top dose activity change, negative = inhibition, hits mostly inhibitors. hit rate 1.1% among 580,000. AID 1671190; active = well fitted inhibition curve with a large enough effect; inconclusive = small, poorly fitted or top-dose-only effect, or another doubt; inactive = no such curve, though single readings can be large or run the other way; also: potency is read from the fitted curve at half-maximal effect
Target sequence (P18054 whole entry, looked up): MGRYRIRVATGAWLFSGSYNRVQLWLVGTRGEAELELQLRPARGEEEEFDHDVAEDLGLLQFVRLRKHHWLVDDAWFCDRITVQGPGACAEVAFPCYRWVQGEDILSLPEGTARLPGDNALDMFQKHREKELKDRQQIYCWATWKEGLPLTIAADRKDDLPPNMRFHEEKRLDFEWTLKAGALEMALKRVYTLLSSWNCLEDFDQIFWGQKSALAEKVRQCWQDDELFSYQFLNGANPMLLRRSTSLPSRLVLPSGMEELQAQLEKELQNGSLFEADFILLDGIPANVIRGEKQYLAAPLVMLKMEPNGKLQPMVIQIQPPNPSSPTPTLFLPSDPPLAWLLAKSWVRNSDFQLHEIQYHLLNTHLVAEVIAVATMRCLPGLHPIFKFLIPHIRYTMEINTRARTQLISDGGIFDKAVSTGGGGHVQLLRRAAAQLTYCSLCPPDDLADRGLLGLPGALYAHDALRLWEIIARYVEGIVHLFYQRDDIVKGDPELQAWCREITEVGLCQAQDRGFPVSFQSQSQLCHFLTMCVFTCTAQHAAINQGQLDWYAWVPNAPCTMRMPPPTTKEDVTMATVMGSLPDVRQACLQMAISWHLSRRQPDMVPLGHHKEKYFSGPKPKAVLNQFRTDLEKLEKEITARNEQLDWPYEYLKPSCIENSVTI
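Purified human 12hLO at 150 nM in 25 mM Hepes, 0.01% Triton X-100, pH 7.0, preincubated 15 min at room temperature with compound. Reaction started with 40 uM arachidonic acid, 30 min at room temperature. Hydroperoxide measured by Fe-xylenol orange, 573/405 nm absorbance ratio.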
LDHA inh: blocks human lactate dehydrogenase A; activity change, % (values are at about 110 or 230 µM); AID 1347041; hit rate 0.15% among 480,000; purified LDHA, NADH/diaphorase-resazurin fluorescence; stronger effect = lower value; P00338; in the data active = activity change below about -30%; inconclusive = mostly about -25% to -30%;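 also: plate controls were DMSO wells for no effect and wells without enzyme for full effect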
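Resorufin fluorescence (ex540/em590), read at 0 and 20 min after diaphorase/resazurin addition, reports the NADH left after a 5 min room-temperature reaction of 2 nM human LDH5 with 0.06 mM NADH and 0.2 mM pyruvate.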
Numbers without * were called inactive; ? = inconclusive; [ ] = another dose, or the depositor's remark. Unless noted, % is scaled to controls: 0 for no effect and ±100 for the full control effect. The list is partial; the hit share may differ from the screen's.

Sequence of screens: ALOX12 inh	LDHA inh
Nc1c(Cl)cc(Nc2ncccc2[N+](=O)[O-])cc1Cl
    0.7%	3.7
O=C1Nc2ccccc2C(=O)N(c2ccc3c(c2)OCCO3)C1C(=O)NC1CC1 (stereo unspecified)
    -10.5%	0.6
COC(=O)COc1ccc2c(=O)c(Oc3ccccc3Br)c(C)oc2c1
    -3.0%	1.4
CC(C)COc1ccc(C(=O)Nc2ccc(N3CCN(S(C)(=O)=O)CC3)cc2)cc1
    43.5%[activator]	-34.9*
O=C(Nc1ccc(F)cc1)c1[nH]c2ccccc2c1Cl
    -17.9%	-2.7
CC(C)(C)NC(=O)C1C(c2ccc(C(F)(F)F)cc2)=Nc2ccccc2N1C(=O)c1cccc(C(F)(F)F)c1 (stereo unspecified)
    4.4%	-3.4
Cc1nc2ccc(Cl)cc2cc1C(=O)NCc1cccnc1-n1cccn1
    -3.6%	3.4
Cc1ccc(Cl)cc1-n1ncc2c(NCC3CCCO3)ncnc21 (stereo unspecified)
    -4.3%	2.5
CC1CCCCN1S(=O)(=O)c1ccc(C(=O)Nc2ccc3ccccc3n2)cc1 (stereo unspecified)
    -27.7%	0.6
COc1ccc(-c2nc3c(Cl)cc(C(F)(F)F)cn3c2Cc2ccccc2C(F)(F)F)cc1OC
    -12.7%	-2.6
COc1ccc2[nH]cc(CCNC(=O)CNc3nc(Cl)nc4nc[nH]c34)c2c1
    -1.9%	-0.7
Cn1nc(C(=O)NCC(C)(c2ccccc2)c2ccccc2)c2ccccc2c1=O
    -0.7%	10.2
CC(Sc1ccc(C(F)(F)F)cn1)C(=O)NC(C)(C#N)C(C)C (stereo unspecified)
    -3.9%	10.3
CCCOc1ccc(Cn2c(SCC(=O)NC(C)(C)C)nc3c(sc4ncccc43)c2=O)cc1
    0.7%	4.0
CCOc1ccc(Nc2nc(SC)nc(-c3ccccc3)c2C#N)cc1
    5.3%	5.5
Cn1cnc2c1c(=O)n(CCCSCc1cccc3ccccc13)c(=O)n2C
    -1.3%	4.2
CC1=C(C(=O)N2CCOCC2)C(c2ccccc2Cl)C2=C(CCCC2=O)N1 (stereo unspecified)
    12.2%	0.9
Nc1cccc(OCCOc2ccccc2)c1
    -9.2%	-3.6
CCCc1cc(=O)oc2cc(OCC(=O)NCc3cccnc3)c(Cl)cc12
    8.1%	5.7
CCCCC(=O)Nc1cccc(-c2nc3ccccc3o2)c1C
    17.4%	-7.0
Cc1ccc2c3cc(-c4ccccc4)cn3ccn12
    0.794µM*	6.1
CCC(=O)NCCNC(=O)c1nc2ccccc2c(=O)[nH]1
    33.5%	-7.6
CC(C)Cc1ccc(C(C)NC(=O)c2ccc(CS(C)(=O)=O)cc2)cc1 (stereo unspecified)
    -2.7%	2.0
CCC(CC)NC(=O)NC(C)c1ccc(Br)cc1 (stereo unspecified)
    ?	-1.0
COc1ccc(CN2CCN(C(=S)Nc3ccccc3)CC2CCO)cc1OC (stereo unspecified)
    -25.0%	5.2
CCCCOC(=O)COc1ccc2c(C)c(CCC)c(=O)oc2c1
    14.6%	-11.6
CCc1noc(C)c1C(=O)Nc1ccc(NC(C)=O)cc1
    -15.7%	-0.1
N#Cc1c(N)c(-c2ccccc2)c(F)c2ccccc12
    1.2%	3.9
CCOC(=O)C(=O)Nc1ccc(C(=O)OC)cc1
    -13.9%	-0.9
Cc1noc(C)c1COC(=O)/C=C/c1ccc(Br)o1
    ?	0.1
CCCCC(CC)CNC(=O)CCC(=O)NCC(CC)CCCC (stereo unspecified)
    ?	6.5
Cc1cc2oc(=O)cc(CN3CCN(C)CC3)c2cc1O
    -29.4%	16.3
COc1cccc(CNC(=O)c2ccc(N3CCCC3)c(NC(=O)Nc3ccccc3F)c2)c1
    -3.8%	0.5
Cc1ccc(NC(=O)C23CC4CCC(CC(C4)C2)C3)cc1
    7.3%	-13.6
Cc1ccc2nc(NS(=O)(=O)c3ccc(Cl)cc3)c(Nc3ccc4c(c3)OCO4)nc2c1
    ?	7.9
CCCC1CCC(c2ccc(C(=O)Oc3cncc(Cl)c3)cc2)CC1 (stereo unspecified)
    ?	-9.2
CC(=O)NC(C)(C)C(=O)NCCC(c1ccccc1)c1ccccc1
    34.7%	7.2
CCCN1C(=O)S/C(=C/c2cn(C)c3ccccc23)C1=O
    -3.9%	-1.4
COC(=O)c1ccc(OC(=O)c2ccc3c(c2)NC(=O)CS3)c(OC)c1
    0.0%	0.8
Cc1csc(NC(=O)CCc2ncc(-c3ccccc3)o2)n1
    14.4%	3.0
O=C(CNc1nc(Cl)nc2nc[nH]c12)NC1CC1
    11.3%	-3.1
CCCCN1CC(C(=O)Nc2ccc(C(=O)Nc3ccc(Br)cc3C)cc2)CC1=O (stereo unspecified)
    -2.2%	8.5
COc1ccc(S(=O)(=O)Oc2ccc3c(c2)O/C(=C\c2ccccc2C)C3=O)cc1
    -1.1%	3.9
COc1ccc(NC(=O)Cn2c(C)cc3ccccc32)cc1
    -10.9%	-0.5
NC(=O)N/N=C1\CCCCC1c1ccccn1 (stereo unspecified)
    5.0%	0.4
COCCNC(=O)NC(=O)COC(=O)c1cccc2c(=O)c(C)c(-c3ccccc3)oc12
    2.2%	7.0
O=C(CCc1cccs1)NCc1ccco1
    -1.0%	2.9
CC(C)(C)Sc1ccc2nn(CC(=O)NCc3ccc(F)cc3)c(=O)n2n1
    -22.8%	-0.5
C/C(=C\c1ccc([N+](=O)[O-])cc1)C(=O)c1ccccc1
    -16.9%	4.9
CC(NCC(C#N)CCC#N)c1ccccn1 (stereo unspecified)
    -3.5%	-1.1

The results go on:
Sequence of screens: ALOX12 inh	LDHA inh
Cc1nn(C)c(C)c1NC(=O)c1cc2sccc2n1Cc1ccccc1
    ?	-10.6
COC(=O)/C(=C/c1cccc([N+](=O)[O-])c1)C(C)=O
    -0.6%	-8.3
COCCN1C(=O)CCC1(C)c1nnnn1Cc1ccccc1 (stereo unspecified)
    ?	-1.6
Cc1cccc(Oc2c(C(F)(F)F)oc3cc(OCC(=O)OCCC(C)C)ccc3c2=O)c1
    11.5%	15.2
Cc1ccc(C2=NS(=O)(=O)N(C)C(C(=O)Nc3ccn(Cc4ccccc4C)n3)=C2)cc1
    -48.8%	-14.2
NS(=O)(=O)c1ccc(N/N=C/C(Br)=C/c2ccccc2)c([N+](=O)[O-])c1
    ?	6.9
COc1ccc(/C=C(/C#N)C(=O)c2c[nH]c3cccc(C)c23)cc1
    -7.0%	42.3
COc1ccc(OC)c(S(=O)(=O)Nc2ccc(-c3ccc(N4CCOCC4)nn3)cc2)c1
    ?	10.9
Cc1ccc(Cn2c(SCC(O)CO)nc3c2c(=O)[nH]c(=O)n3C)cc1 (stereo unspecified)
    ?	8.8
CCCn1nc(C(=O)Nc2ccc(OCCN(CC)CC)cc2)c2ccccc2c1=O
    56.2%[activator]	18.1
CSc1ccc(CN2CCN(C/C=C/c3ccccc3)CC2)cc1
    ?	-2.2
Cc1nc2nc(NCc3c(F)cccc3Cl)[nH]n2c(=O)c1Cl
    1.2%	10.7
CCCNC(=O)NC(=O)CSC1=Nc2ccccc2CS1
    38.4%[activator]	4.3
CCN(CC)C(=S)SC(C(=O)c1ccccc1)c1ccccc1 (stereo unspecified)
    1.0%	-0.6
Cc1ccc(-c2cnc(CCC(=O)N(C)Cc3ccco3)o2)cc1C
    12.7%	-0.6
COc1ccc(OC)c(-n2c(=O)c(C#N)cc3c(=O)n4cccc(C)c4nc32)c1
    -17.0%	7.1
CN1[C@@H](Cc2ccccc2)COc2cc(N3CCSCC3)ccc2S1(=O)=O
    11.1%	-4.6
C=CCC[C@H](CCCCC)OC(=O)/C=C/[C@H](O)[C@@H](O)C[C@@H](O)CC=C
    -16.7%	0.7
C#CCN(Cc1ccc(C)cc1)C(=O)C1CCCN(C(=O)CC)C1 (stereo unspecified)
    ?	-1.3
CC(C)(C)CC(=O)Nc1sccc1C#N
    75.1%[activator]	4.6
CCCCCNC(=O)CCc1c[nH]c2ccccc12
    0.8%	-2.6
CONC(=O)C(Sc1ccccc1)c1ccccc1 (stereo unspecified)
    -17.9%	6.0
CCOc1cc(C(=O)OCC(=O)Nc2ccc(F)cc2F)ccc1OCC(=O)N1CCCCC1
    -4.2%	-1.4
CCc1ccc(NC(=O)CCn2cnc3onc(-c4ccccc4Cl)c3c2=O)cc1
    -12.6%	8.9
COC(=O)C1CCCN1S(=O)(=O)c1ccc(F)cc1Cl (stereo unspecified)
    -10.6%	-2.4
COc1ccc(OC)c(C(C)NC(=O)CC(C)(C)C)c1 (stereo unspecified)
    9.7%	-15.0
CCOC(=O)CN1CCN(c2nc3c(c(=O)[nH]c(=O)n3C)n2CC)CC1
    26.0%	9.0
O=C(Nc1ccc(F)c(Cl)c1)c1nccnc1-c1nc2ccccc2s1
    0.4%	-8.8
CCOC(=O)C(NC(=O)c1ccccc1)c1c(C)nn(-c2ccccc2)c1C (stereo unspecified)
    -1.5%	7.1
CCn1nc(C(=O)OC(C)C(=O)NCc2ccco2)c2ccccc2c1=O (stereo unspecified)
    ?	-2.7

Complete entries, looked up by structure. Order of screens: ALOX12 inh, LDHA inh
CCOc1cc(C(=O)OCC(=O)Nc2ccc(F)cc2F)ccc1OCC(=O)N1CCCCC1 as listed: -4.2%, -1.4
COC(=O)C1CCCN1S(=O)(=O)c1ccc(F)cc1Cl (stereo unspecified) as listed: -10.6%, -2.4

Next section
Sequence of screens: ALOX12 inh	LDHA inh
C=CCn1c(SCCO)nc2c1c(=O)n(C)c(=O)n2C
    -19.5%	-3.5
Cc1nc2c(cnn2C(C)C)cc1C(=O)N(C)Cc1ccc(F)cc1
    -3.9%	3.3
COc1ccc(S(=O)(=O)Nc2c(NC3CCCC3)c3ccccc3oc2=O)cc1
    -2.4%	17.2
CC(=O)N1CCN(c2nc(CC(C)C)c3c(c2C#N)CCCC3)CC1
    10.4%	-0.8
CN1CCN(C(=O)C2CCN(c3nc(Cl)nc4nc[nH]c34)CC2)CC1
    0.0%	0.9
COc1ccc2nc(C)c(C(=O)NC34CC5CC(CC(C5)C3)C4)cc2c1
    -23.5%	0.6
CC(Sc1nc(-c2ccccc2)c(-c2ccccc2)o1)C(=O)NC1CC1 (stereo unspecified)
    -44.9%	2.9
CCN(CC)C(=S)Nc1ccc(C(=O)O)cc1
    9.7%	-15.0
O=C1NC[C@H](CCCCN2C[C@H](Cc3ccc(O)cc3)N(CC3CCCCC3)C(=O)C2=O)N(Cc2ccccc2)C1=O
    ?	-1.5
COC(=O)c1ccc(COC(=O)c2oc3ccccc3c2COC(C)C)o1
    -27.1%	2.7
Cc1cccc(C)c1NC(=O)C(=O)c1c[nH]c2ccccc12
    0.2%	1.9
COC(=O)c1cc(Br)ccc1O
    15.9%	-1.8
CN(Cc1ccc(Cl)c(Cl)c1)C(C(=O)NC1CC1)c1ccccc1 (stereo unspecified)
    29.7%	-1.7
CCc1ccc(C(NC(=O)C2CC2)c2cccc(F)c2)cc1 (stereo unspecified)
    ?	0.0
COc1cc(C(=O)NCC2CCCO2)cc(Cl)c1OCC(C)C (stereo unspecified)
    -26.3%	15.9
Cc1ccc(/C=C(\C#N)C(=O)NC2CCCCC2)o1
    31.1%[activator]	1.5
COC(=O)c1ccc(NC(=O)Nc2ccc3c(c2)N(C(=O)c2ccc(C)cc2)CC3)cc1
    -2.0%	3.6
COCc1nc2cccnc2n1C1CCN(S(=O)(=O)c2ccc(Cl)s2)CC1
    0.5%	1.1
Cc1ccc(-n2ncc3c(=O)n(-c4ccc(F)c(Cl)c4)c(C)nc32)cc1
    -0.6%	-1.4
O=C(NC1CC1)c1nc[nH]c1C(=O)NC1CCCCNC1=O (stereo unspecified)
    -8.5%	-3.3
CC(=O)Nc1ccc(Nc2cc(C(C)C)nc3c(-c4ccccc4)cnn23)cc1
    11.7%	-15.9
COc1ccc(NC(=O)CCn2nc(-c3ccccc3)c3ccccc3c2=O)cc1C(N)=O
    0.7%	0.5
N#CCCN(C(=O)CN1C(=O)NC(Cc2c[nH]c3ccccc23)C1=O)c1ccccc1F (stereo unspecified)
    26.6%	0.6
COC(=O)C(C)Sc1ccccc1C(=O)O (stereo unspecified)
    15.7%	6.2
Cc1cc(NC(=O)CN2CCN(c3ncccn3)CC2)on1
    4.3%	-2.0
CC(C(=O)NCCc1c[nH]c2ccccc12)N1CCCCCC1 (stereo unspecified)
    5.5%	0.6
O=C(CSc1nc(=O)n(Cc2ccncc2)c2c1CCC2)N1CCCCCC1
    -10.1%	4.2
Cc1ccc2nc(-c3ccc(Cl)cc3)c(Cc3cccc(Cl)c3)n2c1
    0.0%	-3.3
CCc1nc(-c2ccc(-c3ccc(C)cc3)nc2OC)no1
    37.1%	-0.8

5 entries already listed, arranged by the value under ALOX12 inh, ascending:
Sequence of screens: ALOX12 inh	LDHA inh
O=C(CSc1nc(=O)n(Cc2ccncc2)c2c1CCC2)N1CCCCCC1
    -10.1%	4.2
Cc1ccc2nc(-c3ccc(Cl)cc3)c(Cc3cccc(Cl)c3)n2c1
    0.0%	-3.3
CC(C(=O)NCCc1c[nH]c2ccccc12)N1CCCCCC1 (stereo unspecified)
    5.5%	0.6
COC(=O)C(C)Sc1ccccc1C(=O)O (stereo unspecified)
    15.7%	6.2
CCc1nc(-c2ccc(-c3ccc(C)cc3)nc2OC)no1
    37.1%	-0.8
